GDH-TPI inh: counter-screen for M. tuberculosis FBA inhibitors: GDH-TPI coupled enzymes; GDH-TPI coupled enzyme counterscreen, NADH absorbance; inhibition, % at 4.8 µM; hit rate 1.2% among 360,000; AID 588335; in the data active = inhibition above about 30%;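 note: 0% = DMSO wells and 100% = wells lacking the enzyme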
Mtb BioA inh: BioA (M. tuberculosis) enzyme inhibition. hit rate 0.096% among 360,000. inhibition, % at 9.99 µM. purified M. tuberculosis BioA enzyme, plate reader; in the data active = inhibition above about 40%; inconclusive = no clear call, values can overlap the other calls
FadD28 binding: inhibitors of Mycobacterium tuberculosis FadD28 bisubstrate binding; FadD28 bisubstrate probe binding, fluorescence polarization; inhibition, % at 12.5 µM; hit rate 0.22% among 360,000; AID 588549; in the data active = inhibition above about 8.5%, passing the limit was not always enough; inconclusive = no clear call, values can overlap the other calls
UGM FP inh: blocks M. tuberculosis UGM enzyme; P9WIQ1; purified UGM, fluorescence polarization probe displacement; inhibition, % at 10 µM; hit rate 0.06% among 320,000; in the data active = inhibition above about 10%, passing the limit was not always enough; inconclusive = no clear call, values can overlap the other calls
Target sequence (P9WIQ1 whole entry, looked up): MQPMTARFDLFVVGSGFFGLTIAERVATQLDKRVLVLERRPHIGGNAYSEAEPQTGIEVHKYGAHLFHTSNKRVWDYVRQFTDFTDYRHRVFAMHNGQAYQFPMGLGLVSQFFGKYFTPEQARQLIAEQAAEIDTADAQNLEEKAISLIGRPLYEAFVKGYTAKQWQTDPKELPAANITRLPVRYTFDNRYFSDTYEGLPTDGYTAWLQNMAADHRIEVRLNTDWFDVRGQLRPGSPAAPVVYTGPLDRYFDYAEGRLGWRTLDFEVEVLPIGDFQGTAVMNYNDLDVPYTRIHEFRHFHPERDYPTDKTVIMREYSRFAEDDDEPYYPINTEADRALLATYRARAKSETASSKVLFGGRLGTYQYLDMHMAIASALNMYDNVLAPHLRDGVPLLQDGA
Mtb FBA inh: Mtb fructose-bisphosphate aldolase inhibition; P9WQA3; purified M. tuberculosis FBA, fluorescence read-out; inhibition, % at 1 µM; hit rate 2.3% among 360,000; in the data active = inhibition above about 27%;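 note: 0% = vehicle and 100% = reference inhibitor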
PrPC TRFRET: reduces human prion protein on the cell surface; P04156; cell surface PrPC, TR-FRET read-out; inhibition, % at 13.8 µM; hit rate 0.43% among 370,000; AID 720596; in the data active = inhibition above about 24%; note: 0% = median of the test wells and 100% = reference compound wells
MazEF act: MazEF (E. coli) toxin RNase activation. P0AE70. FAM/BHQ RNA-DNA oligo cleavage fluorescence, 5 h. activation, % at 20 µM. hit rate 0.32% among 350,000. AID 504720; in the data active = activation above about 50%
Target sequence (P0AE70 whole entry, looked up): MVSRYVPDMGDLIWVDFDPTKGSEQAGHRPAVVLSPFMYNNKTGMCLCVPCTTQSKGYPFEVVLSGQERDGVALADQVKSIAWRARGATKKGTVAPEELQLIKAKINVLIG
Rv3671c inh: Rv3671c (M. tuberculosis) protease inhibition; hit rate 0.048% among 320,000; inhibition, % at 5.96 µM; AID 2606; in the data active = inhibition above about 38%;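 note: extracellular domain of Rv3671c used as enzyme; 0% = enzyme with DMSO and 100% = no enzyme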
Target sequence (P9WHR9 whole entry, looked up, the tested form may be a part): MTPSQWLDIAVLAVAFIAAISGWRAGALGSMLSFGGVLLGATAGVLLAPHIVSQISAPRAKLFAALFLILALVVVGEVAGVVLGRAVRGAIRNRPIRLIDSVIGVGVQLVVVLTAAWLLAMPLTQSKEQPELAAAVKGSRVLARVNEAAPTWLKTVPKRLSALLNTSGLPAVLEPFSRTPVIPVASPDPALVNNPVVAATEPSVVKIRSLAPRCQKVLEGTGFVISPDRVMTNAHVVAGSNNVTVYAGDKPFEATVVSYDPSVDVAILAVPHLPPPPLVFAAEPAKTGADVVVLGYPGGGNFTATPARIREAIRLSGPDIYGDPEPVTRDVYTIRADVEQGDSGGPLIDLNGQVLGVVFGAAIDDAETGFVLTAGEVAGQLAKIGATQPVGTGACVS
BoNT-F LC inh: blocks Botulinum neurotoxin F light chain protease; Multiplex microsphere protease cleavage assay, flow cytometry; inhibition, % at 10 µM; hit rate 0.22% among 360,000; in the data active = inhibition above about 35%, passing the limit was not always enough; inconclusive = no clear call, values can overlap the other calls; note: plate controls were buffer without enzyme for full effect and enzyme alone for no effect
* marks the source's active call; other numbers are inactive results; & = joins results of further samples. Rows are unselected, and some 4.8% of all compounds hit somewhere here.

Screening CCCCN(C=O)c1c(CC)nc2ccc(C(=O)NCc3ccccc3OC)cn12 returned GDH-TPI inh 3, Mtb BioA inh -0.9, FadD28 binding 1.4, Mtb FBA inh 8, PrPC TRFRET -2 and BoNT-F LC inh 2.
C/C(=N\OCC(=O)NC12CC3CC(CC(C3)C1)C2)c1cc2ccccc2o1 was read as GDH-TPI inh 5, Mtb BioA inh 1.0, FadD28 binding 1.2, UGM FP inh 1.4, Mtb FBA inh -5, PrPC TRFRET -2, MazEF act -2, Rv3671c inh 1 and BoNT-F LC inh -5.
For COc1ccccc1N1CCN(CC(=O)c2ccc(F)cc2)CC1 the results were GDH-TPI inh -1, Mtb BioA inh -0.8, FadD28 binding -4.5, UGM FP inh 1.2, Mtb FBA inh 2, PrPC TRFRET -13, MazEF act 12, Rv3671c inh 5 and BoNT-F LC inh inconclusive.
CCOC(=O)c1ccc(NCc2ccncc2)cc1 was read as GDH-TPI inh 2, FadD28 binding -0.4, UGM FP inh 1.8, Mtb FBA inh 0, PrPC TRFRET 9, MazEF act 0, Rv3671c inh 5 and BoNT-F LC inh -4.
`COc1cccc(NC2C=CS(=O)(=O)C2)c1` (stereo not given) gave GDH-TPI inh -5, Mtb BioA inh -1.1, FadD28 binding -1.2, UGM FP inh 0.6, Mtb FBA inh 3, PrPC TRFRET 0, MazEF act 6, Rv3671c inh -2 and BoNT-F LC inh -9.
For C=C1C2=C(C(=O)N1OC)[C@@H](O)[C@@](C)(O)[C@@H](CCCCC)O2 the results were Mtb BioA inh -2.6, FadD28 binding 0.3, Mtb FBA inh 3 and BoNT-F LC inh -3.
For CCC(=O)NC(C)C(c1cccs1)N1CCN(Cc2ccccc2)CC1 (stereo not given) the results were GDH-TPI inh -2, Mtb BioA inh -1.6, FadD28 binding -2.8, UGM FP inh -1.1, Mtb FBA inh -1, PrPC TRFRET -1, MazEF act 13, Rv3671c inh 0 and BoNT-F LC inh 3.
Screening Cc1cc(N2C(=O)C(O)=C(C(=O)c3cc4ccccc4o3)C2c2cccc(Cl)c2)no1 (stereo not given) returned GDH-TPI inh 2, Mtb BioA inh -0.8, FadD28 binding -3.1, UGM FP inh 3.3, Mtb FBA inh 6, PrPC TRFRET 16, MazEF act 5, Rv3671c inh -9 and BoNT-F LC inh 5.
For CCCN(CCC)S(=O)(=O)c1ccc(C(=O)Nc2nc3c(s2)CCc2ccccc2-3)cc1 the results were GDH-TPI inh 13, Mtb BioA inh -1.4, FadD28 binding 0.2, UGM FP inh -2.4, Mtb FBA inh -5, PrPC TRFRET -1, MazEF act -5, Rv3671c inh -2 and BoNT-F LC inh 1.
Screening C#CCOCCOCCOCCNc1nc(N2CCN(C(=O)[C@H](C(C)C)n3cc(CCO)nn3)CC2)nc(N2CCN(C(=O)[C@H]([C@@H](C)CC)n3cc(CCC(=O)O)nn3)CC2)n1 returned GDH-TPI inh -4, Mtb BioA inh 0.0, FadD28 binding -1.2, Mtb FBA inh 2, PrPC TRFRET -2, MazEF act 9 and BoNT-F LC inh -3.
For CCC(=O)Nc1ccc(Cl)c(NC(=S)NC(=O)COc2ccccc2)c1 the results were GDH-TPI inh 7, FadD28 binding 0.5, UGM FP inh -2.6, Mtb FBA inh 0, PrPC TRFRET 0, MazEF act -4, Rv3671c inh -18 and BoNT-F LC inh 1.
O=C(Nc1ccccc1)Nc1ccc(Oc2cccnc2)nc1 was read as GDH-TPI inh 5, Mtb BioA inh 4.4, FadD28 binding -1.3, UGM FP inh -4.9, Mtb FBA inh -1, PrPC TRFRET 16, MazEF act -5 and Rv3671c inh 1.

The closing two entries of the section above are carried over, then new ones follow.
For CCC(=O)Nc1ccc(Cl)c(NC(=S)NC(=O)COc2ccccc2)c1 the results were GDH-TPI inh 7, FadD28 binding 0.5, UGM FP inh -2.6, Mtb FBA inh 0, PrPC TRFRET 0, MazEF act -4, Rv3671c inh -18 and BoNT-F LC inh 1.
O=C(Nc1ccccc1)Nc1ccc(Oc2cccnc2)nc1 was read as GDH-TPI inh 5, Mtb BioA inh 4.4, FadD28 binding -1.3, UGM FP inh -4.9, Mtb FBA inh -1, PrPC TRFRET 16, MazEF act -5 and Rv3671c inh 1.
O=C(CN(C(=O)c1ccccc1Cl)C1CCCCC1)Nc1ccc(Cl)c([N+](=O)[O-])c1 was read as GDH-TPI inh 2, Mtb BioA inh -0.2, FadD28 binding -0.2, UGM FP inh 4.7, Mtb FBA inh 1, PrPC TRFRET 1, MazEF act 8, Rv3671c inh -110 and BoNT-F LC inh 18.
For COc1ccc(/C=C2/N=C(c3cccs3)OC2=O)cc1OC(C)C the results were GDH-TPI inh 0, FadD28 binding -1.7, UGM FP inh 2.9, Mtb FBA inh 5, PrPC TRFRET -3, MazEF act -29, Rv3671c inh -2 and BoNT-F LC inh 2.
O=C(Nc1ccc(Br)c2ccccc12)c1ccc2ccccc2c1O was read as GDH-TPI inh 12, Mtb BioA inh 1.6, FadD28 binding -3.2, UGM FP inh -0.7, Mtb FBA inh 31*, PrPC TRFRET 35*, MazEF act -1, Rv3671c inh 7 and BoNT-F LC inh inconclusive.
CCSc1nc(C2CC2)cc(-c2cccs2)c1C#N was read as GDH-TPI inh 12, Mtb BioA inh 0.7, FadD28 binding -3.4, UGM FP inh -0.4, Mtb FBA inh 0, PrPC TRFRET -3, MazEF act -4, Rv3671c inh -1 and BoNT-F LC inh 14.
`N=c1oc2ccc(Br)cc2cc1C(=O)NCc1ccc(F)cc1` gave GDH-TPI inh 7, Mtb BioA inh -0.2, FadD28 binding 0.6, UGM FP inh 2.9, Mtb FBA inh 2, PrPC TRFRET 4, MazEF act -8, Rv3671c inh -3 and BoNT-F LC inh 13.
Screening Cc1ccc2nc3c(c(Nc4ccccc4)c2c1)CCC3 returned GDH-TPI inh 1, FadD28 binding -5.3, UGM FP inh -2.4, Mtb FBA inh -3, PrPC TRFRET 4, MazEF act 3, Rv3671c inh 2 and BoNT-F LC inh inconclusive.
`Cc1ccc(-c2ccc(CCC(=O)O)n2-c2cccc(C(=O)O)c2)cc1` gave GDH-TPI inh 1, Mtb BioA inh -1.5, FadD28 binding 0.3, UGM FP inh 5.0, Mtb FBA inh -2, PrPC TRFRET 1, MazEF act 9 and BoNT-F LC inh 15.
For Cc1nn2c(NCCCn3ccnc3)cc(C(C)C)nc2c1-c1ccccc1 the results were GDH-TPI inh 1, FadD28 binding 2.0, UGM FP inh -4.2, Mtb FBA inh 11, PrPC TRFRET -7, MazEF act 6, Rv3671c inh 0 and BoNT-F LC inh 4.
For Cn1ccnc1SCC(=O)c1cc2ccccc2o1 the results were GDH-TPI inh 3, Mtb BioA inh -0.2, FadD28 binding -1.9, UGM FP inh 3.1, Mtb FBA inh -2, PrPC TRFRET -3, MazEF act 1, Rv3671c inh -20 and BoNT-F LC inh -4.
For CCOCCCNCC(=O)NC1(C)C2CCC(C2)C1(C)C (stereo not given) the results were GDH-TPI inh 0, Mtb BioA inh -1.1, FadD28 binding -1.2, UGM FP inh 1.5, Mtb FBA inh 1, PrPC TRFRET 6, MazEF act 20, Rv3671c inh 8 and BoNT-F LC inh -6.
Screening Cc1ccc(NC(=O)COC(=O)C(NS(=O)(=O)c2ccc(Cl)cc2)C(C)O)c(Br)c1 (stereo not given) returned GDH-TPI inh 6, FadD28 binding -0.9, UGM FP inh 0.7, Mtb FBA inh 18, PrPC TRFRET 6, MazEF act -2, Rv3671c inh 2 and BoNT-F LC inh 2.
CCOc1cc(S(=O)(=O)NC2CC(C)(C)NC(C)(C)C2)ccc1F was read as GDH-TPI inh 0, Mtb BioA inh 0.4, FadD28 binding -0.4, UGM FP inh 3.6, Mtb FBA inh -2, PrPC TRFRET -15, MazEF act 3, Rv3671c inh -5 and BoNT-F LC inh 0.
Cc1nc2sc(C(c3ccco3)N3CCN(c4ccccc4F)CC3)c(O)n2n1 (stereo not given) was read as GDH-TPI inh 18, Mtb BioA inh 0.6, FadD28 binding -1.5, UGM FP inh -1.4, Mtb FBA inh 1, PrPC TRFRET -4, MazEF act 4, Rv3671c inh 6 and BoNT-F LC inh 4.
Screening O=c1[nH]c(=O)n(CC2CCCO2)c(O)c1/C=C1\C=Nc2ccccc21 (stereo not given) returned GDH-TPI inh 2&-2, Mtb BioA inh -0.2, FadD28 binding 0.0&0.7, UGM FP inh -3.6&2.0, Mtb FBA inh -2&2, PrPC TRFRET 6&7, MazEF act -18&-7, Rv3671c inh 2&-2 and BoNT-F LC inh 3.
For O=C(Cc1cccs1)N(c1ccc(Br)cc1)C1C=CS(=O)(=O)C1 (stereo not given) the results were GDH-TPI inh 2, FadD28 binding 0.8, UGM FP inh 3.0, Mtb FBA inh 0, PrPC TRFRET -4, MazEF act -2, Rv3671c inh -4 and BoNT-F LC inh 1.
Screening COC(=O)[C@]1(C)N[C@H](CN(C)C(=O)Nc2ccc(C)cc2)[C@@H]2C(=O)N(Cc3ccccc3)C(=O)[C@@H]21 returned GDH-TPI inh 6, Mtb BioA inh -0.4, FadD28 binding 0.1, UGM FP inh -0.3, Mtb FBA inh 0, PrPC TRFRET 9, MazEF act 2, Rv3671c inh -4 and BoNT-F LC inh 0.
COc1cc(C(=O)Nc2ccc(C(C)=O)cc2)c(Br)c(OC)c1OC was read as GDH-TPI inh 3, Mtb BioA inh 1.0, FadD28 binding 0.4, UGM FP inh 2.5, Mtb FBA inh 4, PrPC TRFRET 7, MazEF act 5, Rv3671c inh 12 and BoNT-F LC inh -7.
Cc1ccc(S(=O)(=O)N2CN(CC3CCCO3)c3nc4ccccc4nc32)cc1 (stereo not given) was read as GDH-TPI inh 14, FadD28 binding -1.7, UGM FP inh -0.6, Mtb FBA inh 13, PrPC TRFRET -3, MazEF act -7, Rv3671c inh 1 and BoNT-F LC inh 6.
Screening O=C(Nc1ccn(Cc2ccccc2F)n1)c1ccc(COc2cccc(Br)c2)cc1 returned GDH-TPI inh 3, Mtb BioA inh 0.5, FadD28 binding 0.4, UGM FP inh -0.8, Mtb FBA inh 3, PrPC TRFRET 12, MazEF act 2, Rv3671c inh -36 and BoNT-F LC inh -6.
Screening CN(C)S(=O)(=O)c1cc(NC(=O)COC(=O)CCc2ccccc2)ccc1Cl returned GDH-TPI inh 13, Mtb BioA inh 0.8, FadD28 binding -0.8, UGM FP inh -1.3, Mtb FBA inh 0, PrPC TRFRET -2, MazEF act 8, Rv3671c inh -13 and BoNT-F LC inh -14.
COc1ccc(OC)c(/C=C/C(=O)OCC(=O)Nc2ccc(Cl)c(S(=O)(=O)N(C)C)c2)c1 was read as GDH-TPI inh 0, Mtb BioA inh -0.6, FadD28 binding -0.4, UGM FP inh 2.7, Mtb FBA inh 5, PrPC TRFRET 11, MazEF act -18, Rv3671c inh -54 and BoNT-F LC inh -7.
Cc1cc(C)c(OCC(=O)NCC(c2ccco2)N2CCCCC2)c(C)c1 (stereo not given) was read as GDH-TPI inh -1, Mtb BioA inh 0.5, FadD28 binding -0.9, UGM FP inh 2.1, Mtb FBA inh 1, PrPC TRFRET 6, MazEF act 4, Rv3671c inh 3 and BoNT-F LC inh 0.
CC(=O)Nc1ncc(N=Nc2cccc(C(F)(F)F)c2)s1 was read as GDH-TPI inh 5, Mtb BioA inh -4.2, FadD28 binding -1.8, UGM FP inh -0.8, Mtb FBA inh 0, PrPC TRFRET -2, MazEF act -11, Rv3671c inh 6 and BoNT-F LC inh -2.
CCc1nnc(NC(=O)/C=C/c2ccco2)s1 was read as GDH-TPI inh 47*, FadD28 binding -0.2, UGM FP inh 2.3, Mtb FBA inh -2, PrPC TRFRET -3, MazEF act -4, Rv3671c inh -12 and BoNT-F LC inh 44*.
Screening COc1cc(OC)c(N2CC34C=CC(O3)C(C(=O)O)C4C2=O)cc1Cl (stereo not given) returned GDH-TPI inh 7, Mtb BioA inh -0.4, FadD28 binding -3.9, UGM FP inh -0.3, Mtb FBA inh -5, PrPC TRFRET -2, MazEF act 3, Rv3671c inh 3 and BoNT-F LC inh -6.
`CC1CCCC(C)N1C(=O)c1cc(F)c(F)cc1Cl` (stereo not given) gave GDH-TPI inh 5, Mtb BioA inh 1.7, FadD28 binding 0.6, UGM FP inh -0.3, Mtb FBA inh 3, PrPC TRFRET -5, MazEF act 2, Rv3671c inh 8 and BoNT-F LC inh 6.

Source: PubChem (several laboratories)
